FBW7 act – FBW7 E3 ligase activators, primary screen, biochemical, AlphaScreen, human; F-box/WD repeat-containing protein 7 (Homo sapiens), Q969H0; normalized activity (activation), % at 26.1 µM; AlphaScreen FBW7–phospho-cyclin E peptide binding, activator screen; 0.13% of 650,000 active; AID 1259310, 2017; in the data active = normalized activity above about 1.9%;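 also: purified mutant Fbw7 with reduced substrate affinity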
Target sequence (Q969H0 whole entry, looked up): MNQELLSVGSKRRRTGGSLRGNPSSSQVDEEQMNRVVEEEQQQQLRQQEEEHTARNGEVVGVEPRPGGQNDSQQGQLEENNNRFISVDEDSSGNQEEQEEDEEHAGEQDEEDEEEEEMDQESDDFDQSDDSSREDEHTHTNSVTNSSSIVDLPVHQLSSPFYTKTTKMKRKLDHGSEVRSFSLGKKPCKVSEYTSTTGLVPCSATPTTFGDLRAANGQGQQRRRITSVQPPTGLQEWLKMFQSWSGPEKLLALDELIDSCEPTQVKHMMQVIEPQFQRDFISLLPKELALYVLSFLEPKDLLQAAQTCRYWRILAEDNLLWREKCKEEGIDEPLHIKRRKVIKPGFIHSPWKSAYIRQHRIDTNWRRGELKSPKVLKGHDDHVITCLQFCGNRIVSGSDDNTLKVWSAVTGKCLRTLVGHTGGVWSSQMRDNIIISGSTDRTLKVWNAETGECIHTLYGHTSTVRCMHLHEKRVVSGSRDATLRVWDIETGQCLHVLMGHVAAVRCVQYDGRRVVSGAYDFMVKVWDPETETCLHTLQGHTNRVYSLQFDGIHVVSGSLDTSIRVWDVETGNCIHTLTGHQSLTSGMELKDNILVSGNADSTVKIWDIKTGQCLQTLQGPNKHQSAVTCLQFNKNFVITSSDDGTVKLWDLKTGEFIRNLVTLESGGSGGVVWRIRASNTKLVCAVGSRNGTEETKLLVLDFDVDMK
MITF primary – MITF inhibitors, primary screen, biochemical, AlphaScreen, human. Microphthalmia-associated transcription factor (Homo sapiens), O75030. AlphaScreen MITF homodimerization, bead proximity signal. inhibition, % at 2.6 µM. 0.91% of 650,000 active; in the data active = inhibition above about 50%;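 also: 0% = vehicle wells with protein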
TEAD-YAP inh – TEAD-YAP interaction inhibition, primary screen, TEAD-YAP interaction inhibitor project, luminescence, HEK-TIYL cells; TEAD-Gal4/YAP UAS-luciferase luminescence; inhibition, % at 9.12 µM; AID 1259422, 2018; 1.4% of 640,000 active; in the data active = inhibition above about 32%;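 also: 0% = median of test compound wells and 100% = reference inhibitor wells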
GPR151 activ – activators of human GPR151, primary screen, cell-based, PathHunter beta-arrestin, luminescence; PathHunter beta-arrestin GPR151 cells; activation, % at 11.2 µM; 1% of 650,000 active; AID 1508602, 2020; in the data active = activation above about 4.9%;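 also: 0% = median of compound wells and 100% = cells with positive control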
An asterisk follows results filed as active.

SMILES	FBW7 act	MITF primary	TEAD-YAP inh	GPR151 activ
COc1cc(NC(=O)Cc2cn(-c3ccc(Oc4ccccc4)nn3)c3ccccc23)cc(OC)c1OC	-0.1	12	4	-0.3
COc1cc([N+](=O)[O-])ccc1NC(=O)CSc1n[nH]c(N)n1	-0.1	-2	25	0.4
CCCOc1ccc(C2C(C(=O)OC)=C(C)NC3=C2C(=O)CC(c2ccc(Cl)cc2)C3)cc1 (centres undefined)	0.3	-6	-4	0.7
CCOC(=O)c1ccc(N2C(=O)C3C(c4ccccc4F)OC4(C(=O)c5ccccc5C4=O)C3C2=O)cc1 (centres undefined)	0.0	2	2	0.9
Cc1ccc(CC2(CCC(=O)N[C@H]3CCCCNC3=O)CCC(=O)N2)cc1 (some centres undefined)	0.3	-7	-1	1.3
CCOc1ccc(NC(=O)c2sc3ncn(CC(=O)N4CC(C)CC(C)C4)c(=O)c3c2C)cc1 (centres undefined)	-0.1	2	20	6.3*
CCN1CCN(CC(O)COc2cc(C)c(Cl)c(C)c2)CC1 (centres undefined)	0.0	-5	2	1.1
COc1ccccc1C(NC(=O)C1CCN(C(=O)CCC2CCCC2)CC1)c1ccccn1 (centres undefined)	0.0	-1	0	-0.8
CCOC(=O)c1cccc(NC(=O)c2ccc(Cl)cc2[N+](=O)[O-])c1	-0.1	-8	7	-1.0
O=C(COc1ccccc1[N+](=O)[O-])N/N=C/c1cccc(O)c1	0.0	1	-12	0.5
CCN(CC)S(=O)(=O)c1cc(N)ccc1C	-0.1	-8	6	-0.2
Cc1cc(NCCO)nc(NCc2cccnc2)n1	0.1	6	1	-0.6
COc1cc(-c2nc3n(n2)C(c2ccc(O)cc2)C(C(N)=O)=C(C)N3)cc(OC)c1OC (centres undefined)	-0.1	-11	-8	1.4
Cc1nn(C)c(C)c1-c1nc2ncnc(NC3CC3)c2[nH]1	0.0	20	-12	-2.1
COc1ccc(C(N)c2nc3cc(-c4cn[nH]c4)c(F)cc3[nH]2)cc1 (centres undefined)	-0.1	13	2	0.1
COc1ccc(S(=O)(=O)n2cnc3ccccc32)cc1	-0.1	5	10	1.2
CCOc1ccc(S(=O)(=O)N(C)Cc2ccc(Br)cc2)cc1	0.0	8	-2	0.2
COc1ccc(CNC(=O)Cn2nnc(-c3ccc(F)cc3)n2)cc1	-0.1	3	1	1.0
O=C(Nc1ccc2[nH]ncc2c1)C1CCCN(C(=O)C(O)c2ccc(Br)cc2)C1 (centres undefined)	0.9	8	2	0.7
CCc1ccc(-n2nc3ccc(NC(=O)c4ccc(OC)c(Br)c4)cc3n2)cc1	0.5	0	-4	-0.6

Brought forward from above: four compounds, then new ones.
SMILES	FBW7 act	MITF primary	TEAD-YAP inh	GPR151 activ
CCOc1ccc(S(=O)(=O)N(C)Cc2ccc(Br)cc2)cc1	0.0	8	-2	0.2
COc1ccc(CNC(=O)Cn2nnc(-c3ccc(F)cc3)n2)cc1	-0.1	3	1	1.0
O=C(Nc1ccc2[nH]ncc2c1)C1CCCN(C(=O)C(O)c2ccc(Br)cc2)C1 (centres undefined)	0.9	8	2	0.7
CCc1ccc(-n2nc3ccc(NC(=O)c4ccc(OC)c(Br)c4)cc3n2)cc1	0.5	0	-4	-0.6
CCOc1cc(C(=O)Nc2ccc([N+](=O)[O-])cc2C)cc(OCC)c1OCC	0.4	17	1	-1.2
O=C(COC(=O)CCc1nc2ccccc2[nH]c1=O)Nc1ccc2c(c1)OCCO2	0.3	-2	7	-1.6
COc1cccc(C(=O)Nc2ccc3c(C)cc(=O)oc3c2)c1	0.0	-6	-26	-1.1
CCOc1cc(C2C(C(=O)OC3CCCCC3)=C(C)NC3=C2C(=O)CC(c2ccc(Cl)cc2)C3)ccc1O (centres undefined)	0.0	-6	-10	-1.6
CN(CCCNC(=O)c1cn(-c2ccc(F)cc2F)c(=O)c2ccccc12)Cc1ccccc1	0.1	-5	6	0.5
O=C(O)c1cccc(NC(=O)c2cccc3c2C(=O)c2ccccc2-3)c1	-0.1	3	-1	0.8
COC(=O)c1c(S(N)(=O)=O)sc2c1CCN(CC(C)c1ccccc1)C2 (centres undefined)	0.0	1	-11	0.4
O=C(O)c1ccc(NCCN2C(=O)CCC2=O)c([N+](=O)[O-])c1	-0.1	3	2	0.5
Cc1ccc(Cn2nnnc2CN2CCC(c3nc4ccccc4s3)CC2)cc1	0.2	15	1	-0.7
Cc1nc2cc(C(=O)Nc3c(C)n(C)n(-c4ccccc4)c3=O)ccc2n1-c1ccccc1	0.1	10	3	-1.1
O=C(Nc1ccc(Cl)c(Cl)c1)C1C2C=CC3(O2)C1C(=O)N(CCCN1CCCCC1)C3C(=O)NC1CCCCC1 (centres undefined)	0.0	-2	3	0.0
O=C(Nc1c(Cl)cc(Cl)cc1[N+](=O)[O-])c1ccc([N+](=O)[O-])cc1	-0.1	5	7	-0.2
CC1=CC2=NC(=O)/C(=C\c3ccc(-c4ccc(C)c(Cl)c4)o3)C(=N)N2O1	0.2	19	-6	0.6
CN(CCC(=O)NCC1Cc2cc(F)cc(-c3cccnc3)c2O1)C1CCS(=O)(=O)C1 (centres undefined)	0.8	4	7	-0.4
CCc1ccc(C2=NC(c3ccccc3Cl)NC(c3cc(Br)ccc3O)C2)cc1 (centres undefined)	-0.2	-2	6	0.3
CCn1c2ccccc2c2cc(C#N)ccc21	0.1	10	-13	4.0
COc1ccc(C2C(C(=O)c3ccco3)=C(O)C(=O)N2CCCN(C)C)c(OC)c1 (centres undefined)	0.1	8	1	-0.2
N#Cc1ccc(NC(=O)CCCc2ccccc2)cc1	0.3	8	-81	5.1*
COc1cc(/C=C2\SC(=S)N(NC(=O)c3ccc(F)cc3)C2=O)ccc1O	-0.1	22	9	-2.4
O=C1N[C@H](Cc2ccccc2)C(=O)N2CCN(C(=O)c3cccc(Cl)c3)C[C@H]12	0.0	16	4	-0.3
CC1(C)NC(=O)N(CNc2cccc(C(F)(F)F)c2)C1=O	0.2	-15	2	1.0
Cn1cc(S(=O)(=O)N2CCN(c3ccccc3F)CC2)c(=O)n(C)c1=O	0.0	-10	6	1.0
CCN(C(=O)Cc1c(C(=O)O)[nH]c2ccccc12)c1ccc(F)cc1	-0.1	-4	-2	-0.9
c1ccc(CNCC23CC4CC(CC(C4)C2)C3)cc1	0.1	-7	7	-1.6
COc1cccc(CC2(CO)CCCN(Cc3cccc4cnccc34)C2)c1 (centres undefined)	0.0	13	-1	1.0
COc1ccc(N=Cc2ccc(N(C)CCC#N)cc2)cc1	0.2	-13	7	2.9
CC1=C(C(=O)OCC(C)C)C(c2cccc(Oc3ccccc3)c2)NC(=O)N1 (centres undefined)	0.2	-1	-23	-0.7
Cc1cc2ncn(S(=O)(=O)c3cc([N+](=O)[O-])ccc3Cl)c2cc1C	0.0	2	-1	-1.5
Cc1ccc(NC(=S)NC(=O)c2cccnc2)c(Br)c1	0.0	19	-8	-1.5
Cn1c2c(c(=O)n(C)c1=O)C(c1ccc(Cl)cc1)C1=C(N2)c2ccccc2C1=O (centres undefined)	-0.1	-10	1	0.8
Cc1cccc(-n2nc3c(c2NC(=O)c2cc(Cl)ccc2[N+](=O)[O-])CSC3)c1C	-0.1	9	1	-0.6
CCOC(=O)c1ccc(N2CCN(c3cc(C)ccc3C)CC2)c(NC(=O)Nc2ccc(Cl)c(Cl)c2)c1	0.1	8	1	0.5
O=S(=O)(NCC1CCCO1)c1cccc2cccnc12 (centres undefined)	-0.2	8	1	0.2
O=c1oc2c(Cl)cc(Cl)cc2cc1-c1nc(-c2ccccc2)cs1	0.3	10	-8	1.0
Cc1ccc2c(c1)cc(CN(Cc1nnnn1C(C)(C)C)C1CCCCC1)c1nnnn12	0.1	11	2	-0.6
O=[N+]([O-])c1cccc(N/N=C/c2ccccc2[N+](=O)[O-])c1	0.1	-10	4	1.7
CCOC(=O)c1c(CN2CCN(c3ccc([N+](=O)[O-])cc3)CC2)n(-c2ccccc2)c2cc(Br)c(OC)cc12	0.0	4	-5	0.0
CC1=C(C(=O)Nc2ccccc2C)C(c2cccs2)C(C#N)=C(SCC(=O)Nc2cccc(C)c2C)N1 (centres undefined)	-0.1	0	7	-0.5
O=C(N/N=C/c1cccc(O)c1)c1cccc(F)c1	0.1	4	-36	-5.3
CCOC(=O)CSc1nc2c(sc(=S)n2-c2ccccc2OC)c(=O)n1Cc1ccco1	-0.2	-6	-24	0.7

A different layout for two compounds above.
Values run as follows: FBW7 act, MITF primary, TEAD-YAP inh, GPR151 activ
CCOc1ccc(S(=O)(=O)N(C)Cc2ccc(Br)cc2)cc1
→ 0.0, 8, -2, 0.2
COc1ccc(CNC(=O)Cn2nnc(-c3ccc(F)cc3)n2)cc1
→ -0.1, 3, 1, 1.0

New compounds follow
SMILES	FBW7 act	MITF primary	TEAD-YAP inh	GPR151 activ
Cc1ccc(C)c(NC(=S)N(CCCN2CCCCC2)Cc2cccs2)c1	-0.1	1	5	-0.4
O=C(NCc1ccc2c(c1)OCO2)c1ccc2c3c(cccc13)CC2	-0.1	-1	7	-0.1
CC(=O)c1ccc(OC(=O)CN2C(=O)c3ccccc3C2=O)cc1	0.0	4	8	1.0
COCCNC(=O)c1onc(C)c1Cl	1.2	10	-11	-0.3
CCCCNC(=O)C1CCCN(S(=O)(=O)CCC)C1 (centres undefined)	-0.1	3	8	0.2
CCN1C(=O)C(=O)N(CC(=O)NCC2CCCCC2)C1=O	0.0	4	-4	0.5
C=CCn1c(=O)c(C(=O)Nc2cccc(Cl)c2)c(O)c2ccccc21	-0.1	-3	4	0.7
Cc1ccc(N=C2NC(=O)C(Cc3ccccc3Cl)S2)cc1 (centres undefined)	0.0	16	33*	-0.1
O=C(c1ccc(S(=O)(=O)N2CCOCC2)o1)N1CCc2ccccc2C1	0.0	-5	-10	0.6
CCOC(=O)C1=C(C)N=c2s/c(=C\c3ccccc3OC)c(=O)n2C1c1ccc(N(C)C)cc1 (centres undefined)	-0.2	-3	-2	-1.3
CCC(C)NC(=O)c1ccc2c(c1)ncn2C1CCCC1 (centres undefined)	0.0	9	0	0.1
Cc1oc(-c2cccc(Cl)c2)nc1CS(=O)(=O)CC(=O)NC1CCCC1	0.1	-4	10	0.1
CN1c2ccccc2C(=O)N2CCc3c([nH]c4ccccc34)C21 (centres undefined)	-0.1	0	11	1.4
CCOc1ccc2sc(NC(NC(C)=O)(C(F)(F)F)C(F)(F)F)nc2c1	0.0	-1	-5	1.2
COc1ccccc1N1CCN(C(=O)c2ccc(Cl)cc2)CC1	0.3	17	-12	-1.1
COc1ccc(CC(=O)Nc2sc3c(c2C(N)=O)CCCCCC3)cc1OC	-0.1	-2	24	2.2
Cc1ccc(S(=O)(=O)N2CCOCC2)cc1NC(=O)c1cc(F)c(F)c(F)c1F	0.0	-7	10	-0.7
Cc1ccc(C2CC(c3cccc([N+](=O)[O-])c3)n3ncnc3N2)cc1C (centres undefined)	-0.4	4	8	0.3
Brc1cccc(-c2nnc(CN3CCN(c4ccccc4)CC3)o2)c1	-0.2	-6	1	0.8
COc1ccccc1Nc1cc(OC)c([N+](=O)[O-])nc1[N+](=O)[O-]	-0.1	11	2	-1.5
CC(=O)NC(Cc1c[nH]c2ccccc12)C(=O)NCCOc1cc(C)ccc1C(C)C (centres undefined)	-0.1	1	-1	-1.6
CC(C)NC(=O)NC1C2CC3CC(C2)CC1C3 (centres undefined)	0.0	4	-2	0.7
COCCNC(=O)Cn1nc2c(C)cc3cc(C)cc(C)c3n2c1=O	0.0	12	7	-0.3
N#Cc1c(-c2ccc(F)cc2)cc(-c2ccccc2)nc1SCc1ccc(Cl)cc1	0.3	14	1	-0.5
COc1cc2c(c(OC)c1OC)COC2=O	-0.1	-2	-2	1.0
COC(CNC(=O)C1CCCN(Cc2nc(-c3ccccc3C)oc2C)C1)OC (centres undefined)	-0.2	3	7	0.4
COc1ccc(N2CCN(Cc3ccccc3)C2=O)cc1	0.8	3	-65	0.8
CC1CCN(CCNS(=O)(=O)c2cccc3nsnc23)CC1	-0.1	1	-10	-1.2
CCOc1ccc(S(=O)(=O)Nc2cc(-n3c(C)nc4ccccc4c3=O)ccc2F)cc1	0.1	10	3	-0.4
COc1ccc2c(c1)C(c1ccc(F)cc1)=NNC(c1cccnc1)=N2	0.0	8	11	0.6
O=C(Nc1nc(-c2ccc(Br)cc2)cs1)c1cccc(C(F)(F)F)c1	0.1	7	8	-0.7
Cc1cc(C(=O)Nc2ccc(I)cc2)ccc1[N+](=O)[O-]	0.0	22	-51	-0.5
CCNC(=O)c1cnn(-c2nc3c(c(=O)[nH]2)CCCC3)c1C	-0.8	14	1	-0.8

Limited to MITF primary, for 7 of the compounds above:
SMILES	MITF primary
CC(=O)NC(Cc1c[nH]c2ccccc12)C(=O)NCCOc1cc(C)ccc1C(C)C (centres undefined)	1
CC(C)NC(=O)NC1C2CC3CC(C2)CC1C3 (centres undefined)	4
COCCNC(=O)Cn1nc2c(C)cc3cc(C)cc(C)c3n2c1=O	12
N#Cc1c(-c2ccc(F)cc2)cc(-c2ccccc2)nc1SCc1ccc(Cl)cc1	14
COc1cc2c(c(OC)c1OC)COC2=O	-2
COC(CNC(=O)C1CCCN(Cc2nc(-c3ccccc3C)oc2C)C1)OC (centres undefined)	3
COc1ccc(N2CCN(Cc3ccccc3)C2=O)cc1	3

Compound activity: PubChem BioAssay, The Scripps Research Institute Molecular Screening Center
